High-throughput results as filed in PubChem BioAssay.
a7 integrin act: activators of alpha7 integrin expression for muscular dystrophy; alpha7betagal myoblasts, beta-gal FDG fluorescence, 48 h; Potency, µM (titrated, usually from 38.3 µM), without a hit: at the highest dose activation, hits mostly activators; 350,000 compounds, 0.064% hits; AID 624291;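 also: potency is read from the fitted curve at half-maximal effect; 100% = response of the positive control SU9516; nearly all actives have a fitted effect of over 60% in size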
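Alpha7betagal+/- myoblasts (passage 13) were plated 16-24 hr, then exposed to compounds (1:260 dilution of DMSO stock) for 48 hours at 37C. After MPER lysis, β-galactosidase reporter activity was read as FDG fluorescence (ex 480/em 540) after 30 minutes.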
BRCA1 expr act: increases BRCA1 expression; AID 624202; MCF7-BRCA1-FFLuc reporter, luminescence, 48 h; response scale: scaled: vehicle 0%, 10 µM genistein 100%; Potency, µM (top dose mostly 46.1 µM), inactives show at the highest dose activation, most hits filed as activators; 380,000 compounds, 1.1% hits; also: potency is read from the fitted curve at half-maximal effect; nearly all actives have a fitted effect of over 80% in size; some results filed as inactive show a strong effect at the top dose
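Luminescence from a BRCA1-driven firefly luciferase in MCF7 cells was the read-out, taken 15 min after substrate addition following 48 h compound exposure at 37 °C. Data were normalized to a 10 microM genistein control and DMSO vehicle.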
CXXC DNA block: MLL CXXC-DNA interaction inhibition. MLL-CXXC / FITC-HOXA9 DNA fluorescence polarization. 290,000 compounds, 0.037% hits. Potency, µM (series often up to 115 µM), for the others: at the highest dose activity change, negative = inhibition, hits mostly inhibitors; active = well fitted inhibition curve with a large enough effect in the polarisation, with a control signal flat, not every such curve was filed as active; inconclusive = small, poorly fitted or top-dose-only effect, or effect the other way, or a change in a side signal; inactive = no such curve, though single readings can be large or run the other way; the % refers to the polarisation; also: potency is read from the fitted curve at half-maximal effect
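Steps: dispense CXXC domain solution (7 uM) → pin compounds or unlabeled HOX-A9 DNA control → 5 min ambient → add FLSN-HOX-A9 solution (50 nM) → spin → 30 min ambient → fluorescence polarization. Tris pH 7.5/NaCl/DTT/BSA buffer.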
B2AR arrestin: recruits beta-arrestin to the human beta2-adrenergic receptor; P07550; beta-arrestin recruitment to beta2AR, cell-based reporter; Potency, µM (top dose mostly 46.1 µM), inactives show top-dose activation, usual class: activators; 330,000 compounds, 0.02% hits; AID 492947;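 also: potency is read from the fitted curve at half-maximal effect; 0% = DMSO controls and full agonism = EC100 isoproterenol or metaproterenol; nearly all actives have a fitted effect of over 65% in size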
Target sequence (P07550 whole entry, looked up): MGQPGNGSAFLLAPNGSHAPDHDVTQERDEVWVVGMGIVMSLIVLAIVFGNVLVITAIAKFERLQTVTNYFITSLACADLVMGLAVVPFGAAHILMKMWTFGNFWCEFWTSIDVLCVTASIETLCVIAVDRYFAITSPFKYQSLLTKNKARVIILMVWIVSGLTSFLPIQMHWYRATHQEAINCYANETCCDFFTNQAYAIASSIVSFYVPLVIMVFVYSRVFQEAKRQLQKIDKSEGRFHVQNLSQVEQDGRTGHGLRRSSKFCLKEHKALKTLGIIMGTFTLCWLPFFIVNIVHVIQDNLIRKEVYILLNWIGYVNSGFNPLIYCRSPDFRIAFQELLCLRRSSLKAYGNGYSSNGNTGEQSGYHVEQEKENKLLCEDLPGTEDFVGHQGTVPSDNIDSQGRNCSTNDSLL
AT treatment: candidate therapy for ataxia-telangiectasia. 320,000 compounds, 0.19% hits. Potency, µM (top dose mostly 57.5 µM), for inactives: at the highest dose activation, usual class: activators. […] A-T fibroblasts, KAP-1 phosphorylation AlphaLISA; neocarzinostatin DNA damage 30 min before lysis; also: potency is read from the fitted curve at half-maximal effect; % of control where 0% means no effect; nearly all actives have a fitted effect of over 45% in size
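hTERT-immortalized A-T patient fibroblasts ([…]), 500 cells/well in OPTI-MEM, 1% FBS, got compounds for 60 min, then NCS for 30 min at 37C. Lysates were then assayed for phospho-KAP-1 by AlphaLISA (anti-pKAP1 donor, anti-KAP1 acceptor beads), 6 hr at 25C.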
TCR activator: T cell receptor activation | primary human leukocytes, anti-CD3, IL-2 HTRF, 48 h | Potency, µM (series often up to 9.22 µM), without a hit: top-dose activation of IL-2 secretion, most hits filed as activators | 330,000 tested, under 10 active | AID 504894; also: % of control where 0% means no effect
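Human primary leukocytes + a-CD3 beads + cpd, 48 hr; IL-2 in supernatant by HTRF (ex 320nm / em 665nm). No co-stimulatory signal supplied.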
p53 reactivation: restores transcriptional activity of mutant p53; H1299 p53-A138V BP100-luciferase reporter, luminescence, 24 h; Potency, µM (titrated, usually from 92.2 µM), without a hit: top-dose activity change, positive = activation, most hits filed as activators; 320,000 compounds, 0.063% hits; AID 504706; also: potency is read from the fitted curve at half-maximal effect; % of control where 0% means no effect; nearly all actives have a fitted effect of over 45% in size
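H1299 (p53-null), stable ts p53-A138V + BP100-Luc; 1000 cells/well, Opti-MEM/10% FBS; cpd 4 pt, 1:5; 24 h, 37 deg C, 5% CO2; detection reagent 10 min RT; luminescence.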
PTAP TSG101 blk: blocks PTAP/TSG101 interaction to inhibit HIV-1 budding; Q99816; Fluorescence polarization, FITC-PTAP peptide / Tsg101 binding; Potency, µM (series often up to 115 µM), inactives show top-dose activity change, negative = inhibition, actives largely listed as inhibitors; 340,000 tested, under 10 active; AID 493005; active = well fitted inhibition curve with a large enough effect in the main read-out, with a control signal flat, not every such curve was filed as active; inconclusive = small, poorly fitted or top-dose-only effect, or effect the other way, or a change in a side signal; inactive = no such curve, though single readings can be large or run the other way; also: potency is read from the fitted curve at half-maximal effect; % of control where 0% means no effect
Target sequence (Q99816 whole entry, looked up): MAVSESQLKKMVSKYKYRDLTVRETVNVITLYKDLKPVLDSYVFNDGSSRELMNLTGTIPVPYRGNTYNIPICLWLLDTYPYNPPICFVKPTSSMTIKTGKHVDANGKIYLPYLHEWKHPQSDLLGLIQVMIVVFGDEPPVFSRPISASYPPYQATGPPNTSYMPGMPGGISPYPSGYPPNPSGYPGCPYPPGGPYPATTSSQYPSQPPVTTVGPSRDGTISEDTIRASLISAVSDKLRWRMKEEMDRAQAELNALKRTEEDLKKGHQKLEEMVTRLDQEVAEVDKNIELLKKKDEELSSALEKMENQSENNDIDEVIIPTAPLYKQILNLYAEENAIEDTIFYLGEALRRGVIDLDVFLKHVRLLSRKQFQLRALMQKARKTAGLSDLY
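Steps: Tsg101 binding domain dispensed (10 uM final), compounds pinned in DMSO, FITC-labeled PTAP-motif peptide added (50 nM final); after 20 min binding at room temperature, polarization measured.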
TRPV1 ag: human TRPV1 agonism; activation, % at 8.33 µM; TRPV1-expressing cells, Fluo-8 calcium influx, agonist mode; 320,000 compounds, 0.19% hits; AID 540275; Q8NER1; in the data active = activation above about 80%; inconclusive = between about 30% and that limit; also: 0% is about no effect
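Fluo-8 calcium influx in TRPV1-expressing cells, kinetic read (ex 480/em 520 nm). Compound added and read 3 min for agonist activity, followed by capsaicin at EC20 final and 2 min further read for enhancement.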
ELG1 repair inh: ELG1-dependent DNA repair inhibition. HEK293T ELG1-luciferase reporter, luminescence, 16 h; DNA damage induced by 5-fluorouridine. Potency, µM (series often up to 46.1 µM), for the others: top-dose activity change, negative = inhibition, most hits filed as inhibitors. 330,000 compounds, 2.3% hits. AID 504467; also: potency is read from the fitted curve at half-maximal effect; % is scaled to controls: 0 for no effect and ±100 for the full control effect; nearly all actives have a fitted effect of over 55% in size
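In this reporter screen, reduction of luminescence relative to DMSO vehicle indicated activity. Compounds and 5-fluorouridine were added together to 2,000 cells per well, incubated for 16 hr at 37 °C, then developed with ONE-Glo.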
Numbers without * were called inactive; ? = inconclusive; . = not tested or not shown; [ ] = remark or other dose. Unless noted, calls follow the shape of the dose curve; as a rule, active = well fitted curve in the direction sought with a large enough effect; inconclusive = small, poorly fitted or top-dose-only effect, or another doubt; inactive = no such curve, though single readings can be large; an effect the other way counts as inactive or inconclusive. Rows were taken by chance; overall some 3.8% were active at least once.

SMILES	a7 integrin act	BRCA1 expr act	CXXC DNA block	B2AR arrestin	AT treatment	TCR activator	p53 reactivation	PTAP TSG101 blk	TRPV1 ag	ELG1 repair inh
CCC1CCCCN1C1Sc2ccc(C(=O)OC)cc2NC1=O (stereo not given)	20%	-40%	-5%	-0.3%	-5%	4%	12%	0%	0	-4%
Cc1cc2c(=O)n(C)c(SCC(=O)c3cc4ccccc4o3)nc2s1	0%	-46%	17%	0.4%	-6%	-4%	0%	-3%	1	-10%
Cc1cc(C)n(C(C)CNS(=O)(=O)c2ccc(Cl)cc2)n1 (stereo not given)	-7%	2%	29%	-0.3%	6%	-1%	3%	0%	0	2%
COc1cccc(-c2nn(-c3ccccc3)cc2C(=O)n2nnc3ccccc32)c1	-13%	-19%	89%[activator]	0.1%	.	-8%	0%	1%	11	?
CC(Oc1ccc(Br)cc1)C(=O)Nc1cc(Cl)ccc1N1CCN(C)CC1 (stereo not given)	-71%[inhibitor]	-64%	.	4.3%	2%	-1%	-5%	-2%	15	-20%
N#Cc1cc([N+](=O)[O-])cnc1NCC(O)CO (stereo not given)	-8%	-33%	5%	-0.6%	-1%	.	-4%	-3%	-5	-4%
COc1ccc2cc(C(=O)N3CCc4ccccc43)[nH]c2c1	-29%	?	14%	-0.7%	-6%	-1%	24%	1%	20	?
CSc1ncc(CN2CCc3c([nH]c4ccccc34)C2c2cccc(O)c2)cn1 (stereo not given)	12%	-72%	1%	-0.3%	-3%	-8%	0%	1%	22	?
Cc1ccc(N2C(=O)CC(Sc3nccc(C)n3)C2=O)cc1 (stereo not given)	1%	14%	13%	3.0%	3%	-1%	-5%	-1%	0	1%
O=c1c2[nH]c3cccc(Cl)c3c2ncn1CCN1CCCCC1	-21%	-26%	-7%	0.2%	-2%	10%[46.1 µM]	-1%	-1%	-2	-3%
CCOC(=O)c1c(C)[nH]c(C(=O)COC(=O)c2ccco2)c1C	3%	-1%	.	-0.4%	-2%	0%	14%	1%	.	?
Cc1sc2ncnc(N3CCC(C(=O)Nc4nc(-c5cccs5)cs4)CC3)c2c1C	-28%	-26%	.	0.0%	3%	1%	?	0%	-1	15%
Cc1ccc(OCCNC(=O)c2ccco2)cc1C	10%	?	-3%	-0.2%	-4%	1%	8%	-2%	14	?
COc1ccc(S(=O)(=O)Nc2ccc3oc(C)c(C(C)=O)c3c2)cc1	-42%[inhibitor]	-81%	-1%	0.0%	4%	5%	1%	-6%	0	2.6µM*
CC(=C/c1ccco1)/C=N/NC(=O)c1nnn(-c2nonc2N)c1CN(C)C	1%	0%	-8%	-0.7%	-2%	-2%	-7%	0%	-1	-8%
COCCNC(=O)Cn1nc(-c2ccc(C)cc2)ccc1=O	0%	11%	-14%	-0.6%	10%	.	14%	2%	1	15%
CCOc1ccc2nc(SCC(=O)NC(=O)NCc3ccco3)sc2c1	-24%	44%	0%	-0.2%	3%	-9%	?	-7%	0	13%
N#Cc1c(C(F)(F)F)cc(-c2cccc(Cl)c2)[nH]c1=O	15%	-4%	4%	-0.1%	30%	5%	-4%	-10%	-1	-2%
O=C(CSc1nnc(-c2ccccc2)n1Cc1ccco1)NCc1ccc2c(c1)OCO2	-7%	-27%	-1%	0.3%	.	-5%	-3%	-4%	17	16µM*
O=c1cc(O)n(-c2ccc(Cl)cc2)c(=S)[nH]1	3%	1%	-2%	-0.4%	-4%	11%	4%	-2%	1	-3%
CCC(=O)N(CCN1CCOCC1)Cc1cc2cc3c(cc2nc1Cl)OCO3	10%	3%	0%	0.4%	7%	-5%	-1%	-9%	1	?
CC(Oc1ccccc1)C(=O)NC1CCCCCCC1 (stereo not given)	-23%	-21%	4%	-0.1%	12%	7%	-12%	1%	?	-2%
CCCn1c(SCC(=O)Nc2ccccc2Cl)n[nH]c1=O	0%	3%	-2%	-0.4%	-27%	1%	-2%	0%	0	11%
CC(C)COC(=O)C1C(=O)CC(C)(O)C(C(=O)OCC(C)C)C1c1cccnc1 (stereo not given)	-15%	-9%	17%	-0.7%	7%	-1%	11%	-2%	6	-8%
CC1CCCN(C(=O)c2ccc3c(c2NCCO)C(=O)c2ccccc2C3=O)C1 (stereo not given)	-30%	-25%	8%	0.0%	0%	-4%	-1%	-8%	0	?
CC1CCCc2sc3nc(N4CCN(CCO)CC4)n4ncnc4c3c21 (stereo not given)	-21%	14%	-1%	0.4%	2%	2%	-6%	-9%	7	18%
CCOC(=O)N1CCN(c2c(NCCCN3CCCCCC3)c(=O)c2=O)CC1	8%	2%	-5%	0.0%	2%	-1%	3%	-3%	-1	0%
O=C(NCCN1CCOCC1)c1cc(-c2cccc(O)c2)on1	-25%	-3%	4%	-0.8%	1%	-5%	26%	0%	-2	?
O=C1C=CC2=C3c4cc(O)c(O)cc4CC3(O)COC2=C1O (stereo not given)	10%	0%	.	.	.	7%	.	-1%	.	.
CCC(C)(C(=O)NC1CCCC1)N(C(=O)c1ccccn1)c1ccccc1 (stereo not given)	0%	-4%	-1%	3.2%	4%	-1%	-3%	0%	-2	-4%

Compounds from the list above containing a thiophene ring, fused or not, in the order listed:
SMILES	a7 integrin act	BRCA1 expr act	CXXC DNA block	B2AR arrestin	AT treatment	TCR activator	p53 reactivation	PTAP TSG101 blk	TRPV1 ag	ELG1 repair inh
Cc1cc2c(=O)n(C)c(SCC(=O)c3cc4ccccc4o3)nc2s1	0%	-46%	17%	0.4%	-6%	-4%	0%	-3%	1	-10%
Cc1sc2ncnc(N3CCC(C(=O)Nc4nc(-c5cccs5)cs4)CC3)c2c1C	-28%	-26%	.	0.0%	3%	1%	?	0%	-1	15%
CC1CCCc2sc3nc(N4CCN(CCO)CC4)n4ncnc4c3c21 (stereo not given)	-21%	14%	-1%	0.4%	2%	2%	-6%	-9%	7	18%

Remaining list, next part
SMILES	a7 integrin act	BRCA1 expr act	CXXC DNA block	B2AR arrestin	AT treatment	TCR activator	p53 reactivation	PTAP TSG101 blk	TRPV1 ag	ELG1 repair inh
CC(=O)c1ccc(NC(=O)N2CCN(c3cccc(Cl)c3)CC2)cc1	-4%	-3%	-8%	-0.3%	6%	-4%	-24%	1%	0	?
CSc1ccc(CCNC(=O)CCc2nnc3ccc(N4CCC5(CC4)OCCO5)nn23)cc1	-7%	5%	14%	5.9%	5%	-3%	-11%	-4%	-3	9.2µM*
Cc1cccc2nc(C(=O)Nc3cc(Cl)ccc3-n3cncn3)cn12	11%	-30%	.	-0.8%	-8%	.	12%	-4%	3	?
C[C@H](CO)N1C[C@H](C)[C@@H](CN(C)S(=O)(=O)c2ccccc2)Oc2c(NC(=O)Nc3ccc4c(c3)OCO4)cccc2C1=O	2%	-25%	.	-0.2%	2%	-6%	1%	-1%	.	?
O=C(COc1ncnc2c(Cl)cc(Cl)cc12)N1CCN(S(=O)(=O)c2ccccc2)CC1	-5%	-12%	3%	0.0%	19%	9%	1%	-11%	3	-1%
COC(=O)[C@]1(Cc2ccccc2)N[C@H](CN(C)S(=O)(=O)c2ccc(F)cc2)[C@@H]2C(=O)N(C)C(=O)[C@@H]21	-8%	4%	.	-0.1%	5%	0%	9%	0%	.	3%
COc1ccc(Cl)cc1C(=O)NCCN1CCOCC1	6%	0%	1%	0.7%	1%	5%	.	-4%	0	8%
CCc1cccc2c(C(=O)COC(=O)/C=C/c3ccc(O)c(OC)c3)c[nH]c12	-39%	-37%	5%	0.4%	4%	-1%[46.1 µM]	1%	-3%	2	21µM*
C/C(=N/NC(=O)CNC(=O)c1ccccn1)c1ccccc1	30%	7%	7%	-0.7%	-7%	-3%[46.1 µM]	8%	-3%	-5	?
CCCNC(=O)c1ccc(C2SCC(=O)N2CCc2ccccc2)cc1 (stereo not given)	-20%	-42%	-5%	-0.5%	2%	-7%[46.1 µM]	-15%	-1%	-1	?
COc1ccc(C(=O)n2cc(C(=O)c3cc(C)ccc3O)cn2)cc1	15%	-12%	-5%	-1.5%	-2%	4%[46.1 µM]	6%	-3%	10	?
COC(=O)C1(C#N)C(c2ccccc2)C1(C(=O)OC)C(=O)OC (stereo not given)	-20%	17%	5%	-0.3%	.	2%	-1%	-3%	-3	11%

An excerpt of these results, with bars between the fields:
Compound | a7 integrin act | BRCA1 expr act | CXXC DNA block | B2AR arrestin | AT treatment | TCR activator | p53 reactivation | PTAP TSG101 blk | TRPV1 ag | ELG1 repair inh
CC(=O)c1ccc(NC(=O)N2CCN(c3cccc(Cl)c3)CC2)cc1 | -4% | -3% | -8% | -0.3% | 6% | -4% | -24% | 1% | 0 | ?
CSc1ccc(CCNC(=O)CCc2nnc3ccc(N4CCC5(CC4)OCCO5)nn23)cc1 | -7% | 5% | 14% | 5.9% | 5% | -3% | -11% | -4% | -3 | 9.2µM*
